# Screening results as filed in PubChem.
# PV pol inh: inhibitors of poliovirus RNA polymerase binding and polymerization. P03300. poliovirus polymerase elongation, fluorescence polarization; hits give low values. % elongation, % (compound at 16.7 µg/mL). 150,000 compounds, 0.66% hits; in the data active means % elongation below about 90%; further: some results filed as inactive read as strong as hits
# Target sequence (P03300 1749-2209 limits assumed): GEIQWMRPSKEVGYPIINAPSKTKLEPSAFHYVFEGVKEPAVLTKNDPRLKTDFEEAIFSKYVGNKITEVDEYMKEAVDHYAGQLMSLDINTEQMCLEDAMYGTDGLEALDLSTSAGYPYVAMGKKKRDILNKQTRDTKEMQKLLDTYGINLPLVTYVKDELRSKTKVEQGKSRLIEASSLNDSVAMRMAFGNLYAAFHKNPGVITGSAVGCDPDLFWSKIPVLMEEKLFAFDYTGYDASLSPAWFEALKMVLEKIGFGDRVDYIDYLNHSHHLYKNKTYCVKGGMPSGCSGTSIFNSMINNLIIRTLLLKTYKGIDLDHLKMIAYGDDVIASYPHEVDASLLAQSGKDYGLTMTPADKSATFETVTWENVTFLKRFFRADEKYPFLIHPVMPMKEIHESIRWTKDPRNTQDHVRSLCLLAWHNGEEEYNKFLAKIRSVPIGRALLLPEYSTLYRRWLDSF
# PV pol inh FP z-score: second read-out of PV pol inh, no call of its own (marks repeat the call); z-score; measured here: FP z-score; hits read low
# * marks the source's active call; other numbers are inactive results.
SMILES,PV pol inh,PV pol inh FP z-score
COC(=O)c1ccc(NC(=O)c2ccc(C)cc2)cc1,100,-0.7
CCC(=O)C1=C(c2ccc(F)cc2)N(C(=O)CC)n2c(nnc2C2CCCCC2)S1,110,0.8
Cc1ccc2c(c1)C(Cc1nc3ccccc3c(=O)n1-c1ccc(Br)cc1)C(=O)N2 (configuration not stated),109,0.2
N#Cc1nc2c(C#N)c(N)n(Cc3ccco3)c2nc1C#N,105,0.1
COC(=O)c1ccc(COC(=O)c2cccc(C(F)(F)F)c2)cc1,103,0.4
COc1ccc(NC(=O)CSc2cn(CCNC(=O)c3ccc(OC)cc3)c3ccccc23)cc1,105,0.1
COc1ccc(NC(=O)COC(=O)C2CCCCC2)cc1,103,0.3
COC(=O)c1ccccc1NC(=O)c1cccn(Cc2cccc(Cl)c2)c1=O,102,-1.2
COc1ccc(C(=O)NCc2ccc3c(c2)CCN3C(C)=O)c(OC)c1,104,-0.6
O=C1CN=C(Nc2cccc(C(F)(F)F)c2)N1C1CCCC1,102,0.4
Cc1cccc(NC(=O)CCNS(=O)(=O)c2ccc3c(c2)CCCC(=O)N3)c1C,113,1.1
C=CCNC(=S)NNc1ccccc1Cl,104,0.1
O=C(CN1C(=O)c2ccccc2C1=O)OC1CCOC1=O (configuration not stated),106,0.2
CCCc1cnc2c(c1SCC(=O)Nc1c(C)cc(C)cc1C)c(=O)n(C)c(=O)n2C,109,0.6
O=C(O)c1ccc2[nH]c3c(c2c1)CSCC3,84*,-2.4*
O=C(NC1CCCC1)c1cnn2c(C(F)F)cc(-c3ccccc3)nc12,102,0.4
CCn1cc2nc(SCC(=O)Nc3ccc(C)cc3C)n(Cc3ccc(C)cc3)c(=O)c2n1,112,1.1
CC1=Nc2ccccc2N=C(NC(=O)/C=C/C(=O)O)C1c1ccccc1 (configuration not stated),100,-0.4
CCOC(=O)c1ccccc1NC(=O)N(Cc1ccco1)C1CCN(C(C)=O)CC1,105,-0.7
N#C/C(=C\c1ccc(-c2ccc(S(=O)(=O)N3CCOCC3)cc2)o1)S(=O)(=O)c1ccc(Br)cc1,116,1.3

# Ordered by heavy-atom count (falling): part of the list above
SMILES,PV pol inh,PV pol inh FP z-score
CCCc1cnc2c(c1SCC(=O)Nc1c(C)cc(C)cc1C)c(=O)n(C)c(=O)n2C,109,0.6
CC1=Nc2ccccc2N=C(NC(=O)/C=C/C(=O)O)C1c1ccccc1 (configuration not stated),100,-0.4
COc1ccc(NC(=O)COC(=O)C2CCCCC2)cc1,103,0.3

# (more compounds)
SMILES,PV pol inh,PV pol inh FP z-score
O=C(CSc1cn[nH]n1)N1CCN(S(=O)(=O)c2ccccc2)C1,100,-1
O=C(O)CN1C(=O)c2ccc(Oc3ccc4c(c3)C(=O)N(CC(=O)O)C4=O)cc2C1=O,101,-0.1
Cc1ccc(CN2C(=O)C(=O)c3cc(Br)cc(C)c32)cc1,105,-0.3
Cc1cccc(C)c1N(C)C(=O)c1cnccc1C(F)(F)F,103,0.6
CN(CC(=O)NC1=NCCS1)S(=O)(=O)c1ccc(Cl)cc1,103,0
O=C(CN1C(=O)/C(=C/c2ccccc2F)Sc2ccccc21)N1CCN(c2ccc(F)cc2)CC1,103,1
Cn1c(=O)n(-c2cccc(Cl)c2)c(=O)n1C,99,-0.9
NNC(=O)c1c(-c2ccccc2)c(-c2ccccc2)nn2nnnc12,98,-0.3
CN(/N=C/c1cc(Cl)cc(Cl)c1O)C(=S)NC(C)(C)C,107,0.3
CSC(N)=Nc1c(Cl)cccc1Cl,105,0.1
CC(C)c1ccc(Nc2c(-c3ccc(N(C)C)cc3)nc3cnccn23)cc1,103,-0.7
CCCn1c(SCc2nc(N)nc(Nc3ccccc3C)n2)nnc1-c1ccncc1,113,2.3
CCOc1ccc(CNC(=O)c2cc3oc4ccccc4c3n2CC)cc1,106,2.2
COc1ccc(OC)c(CCNC(=O)CCn2c(=O)c3cccn3c3ccc(F)cc32)c1,111,0.7
COc1ccc(/C=C/C(=O)NC(=O)c2ccccc2OCC(=O)c2ccc(Br)cc2)cc1,99,-0.9
N#Cc1c(NC(NC(=O)c2ccco2)(C(F)(F)F)C(F)(F)F)sc2c1CCCCC2,101,-0.1
COc1cccc(OCC(=O)Oc2ccc(Br)cc2)c1,92,-3.1
O=C1N(c2cccc(Cl)c2)C(=Nc2cccc(Cl)c2)SC12CC2,103,-0.2
O=C(O)c1ccc2c(c1)C(=O)NC2=O,102,0.1
COC(=O)C1=C(c2ccccc2)c2ccccc2S(=O)(=O)N1CC(=O)Nc1cc(C)ccc1C,103,-0.7
CC1=CC(=C(C#N)C#N)c2ccccc2N1C,45,-5.1
CCOc1ccc(NC(=O)c2ccc(NC(=O)CSc3nnc(C)n3C3CC3)cc2)cc1,104,0
Clc1ccc(NC2=NCCS2)cc1Cl,103,0.2
CC(Cc1ccccc1)[n+]1cc(/N=C(/N)[O-])on1 (configuration not stated),101,0
COC(=O)c1ccc(NC(=O)CCc2c(C)nc3c(c2C)c(=O)n(C)c(=O)n3C)cc1,104,-0.9
CCOC(=O)C1=C(N)Oc2cc(C)n(C)c(=O)c2C12C(=O)N(Cc1ccccc1)c1ccccc12 (configuration not stated),103,0.3
Cc1cc(-c2ccc(S(=O)(=O)Nc3ccccc3F)s2)on1,103,-0.8
CN1C(=O)COc2ccc(N)cc21,101,-0.2
Cc1nc2sc(C(N)=O)c(N)c2c(-c2ccc(Br)cc2)c1C(=O)Nc1ccc(Cl)cc1,101,-1.2
CC(=O)Nc1cc(C(=O)NCCc2ccccc2)ccc1Sc1ccc(Cl)cc1,99,-1.6
CCOC(=O)c1c(Nc2ccc(O)cc2)nnc(-c2ccccc2)c1-c1ccccc1,107,0.6
Cc1ccc(NC(=O)c2cc(C3CC3)[nH]n2)cc1,103,0.4
Nc1nccnc1C(=O)OCC(=O)N(c1ccccc1)C1CCCCC1,103,-0.1
COc1ccc(-n2ncc(C(=O)N3CCN(C4CCCCC4)CC3)c2C2CCN(C(=O)OC(C)(C)C)CC2)cc1,101,-1
Cc1cc([P+](=O)O)c(C)n1-c1ccc(Br)cc1,99,-0.3
CC1CCCCN1CCCNC(=O)c1ccc2c(c1)NC(=O)CS2 (configuration not stated),103,0.8
COc1ccc(NC(=O)Cn2c(=O)n(-c3ccc(OC)cc3)c(=O)c3ccc(C(=O)NCc4ccc(C)cc4)cc32)cc1,103,-0.1
Cc1cc(C)c(C#N)c(SCCOc2ccccc2F)n1,105,0.3
Nc1c(C(=O)Nc2ccccc2)sc2nc3c(cc12)CN(Cc1ccccc1)CC3,103,-0.1
COc1ccc(-c2cc(C(=O)Oc3ccccc3)c3cc(C)ccc3n2)cc1,110,0.6

# Record cards (already shown). Screens in order: PV pol inh | PV pol inh FP z-score
# Entry for Cc1nc2sc(C(N)=O)c(N)c2c(-c2ccc(Br)cc2)c1C(=O)Nc1ccc(Cl)cc1 = 101 | -1.2
# Entry for CCOC(=O)C1=C(N)Oc2cc(C)n(C)c(=O)c2C12C(=O)N(Cc1ccccc1)c1ccccc12 (configuration not stated) = 103 | 0.3
# Entry for Cc1cc(-c2ccc(S(=O)(=O)Nc3ccccc3F)s2)on1 = 103 | -0.8
# Entry for CC1=CC(=C(C#N)C#N)c2ccccc2N1C = 45 | -5.1

# Carrying on:
SMILES,PV pol inh,PV pol inh FP z-score
Clc1c2c(nn1-c1ccccc1)CCCC2,102,0.4
CCCS(=O)(=O)n1nc(-c2ccccc2)cc1N,104,2.5
C#CCOc1ccc(-c2nnc(Nc3cccc(C)c3)c3ccccc23)cc1,109,-0.3
CN1CCN(C(=O)CCc2nc3ccccc3c(=O)[nH]2)CC1,97,-0.9
Cc1ccc(-c2cc(C(=O)Nc3c(C(=O)c4ccccc4)oc4ccccc34)no2)cc1F,104,-0.5
COc1ccc(S(=O)(=O)N(CCc2ccccc2)CC(=O)Nc2ccc(C)c(C)c2)cc1OC,106,0.4
CCNc1cc(N2CCCCCC2)c2noc3c2c1C(=O)c1ccccc1-3,75,-4.3
Cc1cccc(NC(=O)COC(=O)/C=C/c2ccc(C)o2)c1,102,0
COCCn1c(SCC(=O)NCc2ccccc2Cl)nc2cc(C(=O)OC)ccc2c1=O,99,-1.4

# 2 of the compounds above, field by field:
mol: Cc1ccc(-c2cc(C(=O)Nc3c(C(=O)c4ccccc4)oc4ccccc34)no2)cc1F
- PV pol inh: 104
- PV pol inh FP z-score: -0.5
mol: COc1ccc(S(=O)(=O)N(CCc2ccccc2)CC(=O)Nc2ccc(C)c(C)c2)cc1OC
- PV pol inh: 106
- PV pol inh FP z-score: 0.4

# Looked up above.
# Under PV pol inh, Clc1c2c(nn1-c1ccccc1)CCCC2 is entered as 102
# Under PV pol inh FP z-score, CCCS(=O)(=O)n1nc(-c2ccccc2)cc1N is entered as 2.5
# Under PV pol inh, CN1CCN(C(=O)CCc2nc3ccccc3c(=O)[nH]2)CC1 is entered as 97

# These rows are one share of the data; the hit share may differ from the screen's.
